Screening results deposited in PubChem BioAssay by Johns Hopkins Ion Channel Center.
CHT inh = inhibitors of human choline transporter CHT; CHT-expressing cells, membrane potential dye, choline response; active compounds read low; B-score at 10 µM; 310,000 compounds, 0.86% hits;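 active = B-score over 3 SD under the library average, and starting fluorescence ratio not unusually high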;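 also: choline stimulus applied at its EC90 after an EC20 pre-addition; B-score computed on integrated fluorescence ratio after choline addition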
Target sequence (Q9GZV3 whole entry, looked up): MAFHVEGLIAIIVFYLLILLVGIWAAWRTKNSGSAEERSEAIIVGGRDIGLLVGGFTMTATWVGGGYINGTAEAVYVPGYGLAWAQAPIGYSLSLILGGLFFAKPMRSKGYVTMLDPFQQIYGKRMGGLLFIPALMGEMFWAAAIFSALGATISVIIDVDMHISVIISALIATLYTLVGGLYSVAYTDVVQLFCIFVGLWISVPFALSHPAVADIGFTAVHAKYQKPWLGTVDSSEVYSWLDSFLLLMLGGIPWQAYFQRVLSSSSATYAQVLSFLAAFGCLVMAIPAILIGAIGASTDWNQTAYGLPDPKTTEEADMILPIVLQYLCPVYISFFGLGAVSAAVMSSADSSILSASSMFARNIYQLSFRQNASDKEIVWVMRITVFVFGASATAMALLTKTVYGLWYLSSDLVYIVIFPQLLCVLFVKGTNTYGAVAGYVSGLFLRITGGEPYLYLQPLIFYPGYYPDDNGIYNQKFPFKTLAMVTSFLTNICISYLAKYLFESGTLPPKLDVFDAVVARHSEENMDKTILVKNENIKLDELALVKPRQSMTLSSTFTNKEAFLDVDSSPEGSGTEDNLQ
An asterisk follows results filed as active; i = inactive. Some of the compounds tested; rates above refer to the full screens.

CHT inh | canonical_smiles
i | O=[N+]([O-])c1ccc(CSc2ncnc3c2ncn3[C@@H]2O[C@H](CO)[C@@H](O)[C@H]2O)cc1
i | O=C(Nc1ccc([N+](=O)[O-])cc1)Nc1ccc(OC(F)F)c(Cl)c1
i | COc1cc(C2C(C#N)=C(C)NC3=C2C(=O)c2ccccc23)cc(OC)c1OC (centres undefined)
i | COCCNCc1ccccc1[N+](=O)[O-]
i | Cc1ccc(S(=O)(=O)N2[C@@H](c3ccc(Cl)cc3)C(C(=O)O)=CC[C@H]2c2cccc(C)c2)cc1
i | CC1CCN(CC[C@H]2CCCN2S(=O)(=O)c2cccc(O)c2)CC1
-5.25* | N=c1n(Cc2ccc(Cl)cc2)c2ccccc2n1CC(O)c1ccco1 (centres undefined)
i | Cc1cc(=O)[nH]c(SCC(N)=O)c1C#N
i | COc1ccc(OC)c(C(=O)CSc2nc3ccccc3n2CC(=O)NC(C)(C)C)c1
i | COc1ccc(S(=O)(=O)N2CCCN(CCC(=O)Nc3cccc(C(F)(F)F)c3)CC2)cc1
i | COCCCNC(=O)c1ccc2c(c1)ncn2-c1ccccc1OC
i | CCOc1ccc(-n2c(SCc3ccc(C(=O)OC)o3)nc3c(c2=O)SCC3)cc1
i | CCN1C(=O)[C@@H]2[C@@H](c3ccc(-c4ccc5c(c4)OCO5)c(OC)c3)N3CCC[C@@]3(C(=O)OC)[C@@H]2C1=O
i | O=C1CCc2cc(S(=O)(=O)N3CCC(C(=O)NCCC4=CCCCC4)CC3)ccc2N1
i | CN(c1ccccc1C(=O)O)S(=O)(=O)c1ccc2c3c(cccc13)C(=O)N2
i | CCOC(=O)C(C)(C)Oc1ccc(Cl)cc1
i | COc1ccc(N2CCN(c3oc(COc4ccccc4)nc3C#N)CC2)cc1
i | N#Cc1nc(COc2ccccc2)oc1NCCCn1ccnc1
i | CCN1/C(=C/c2ccc3ccc(C)cc3[n+]2CC)Sc2ccccc21
i | CN1CCN(S(=O)(=O)c2ccc(N3CCN(S(=O)(=O)c4cccs4)CC3)nc2)CC1
i | CC(=Nc1ccccc1)Nc1ccccc1
i | O=C(NCCN1C(=O)CSC1=O)c1ccccc1
i | Cn1c(Cl)c(C(=O)Nc2ccccc2)c2ccccc21
i | COc1cc(CNc2ccc(N3CCCC3)cc2)ccc1OCc1ccccc1
i | CC1CCC2(CC1)NC(=O)N(CC(=O)Nc1nc(-c3ccc(F)cc3)cs1)C2=O (centres undefined)

As a short view, part of the list above.
CHT inh | canonical_smiles
i | COCCCNC(=O)c1ccc2c(c1)ncn2-c1ccccc1OC
i | CCOc1ccc(-n2c(SCc3ccc(C(=O)OC)o3)nc3c(c2=O)SCC3)cc1
i | CCN1C(=O)[C@@H]2[C@@H](c3ccc(-c4ccc5c(c4)OCO5)c(OC)c3)N3CCC[C@@]3(C(=O)OC)[C@@H]2C1=O
i | O=C1CCc2cc(S(=O)(=O)N3CCC(C(=O)NCCC4=CCCCC4)CC3)ccc2N1
i | CN(c1ccccc1C(=O)O)S(=O)(=O)c1ccc2c3c(cccc13)C(=O)N2
i | CCOC(=O)C(C)(C)Oc1ccc(Cl)cc1
i | COc1ccc(N2CCN(c3oc(COc4ccccc4)nc3C#N)CC2)cc1

(next part)
CHT inh | canonical_smiles
i | Cc1c(N(C)CS(=O)(=O)O)c(=O)n(-c2ccccc2)n1C
i | CCN(CC)C(=O)CSc1nnc(-c2ccc(F)cc2)n1N
i | O=C(O)C1(O)C[C@H](O)C(O)[C@@H](O)C1 (some centres undefined)
i | CC(=O)Nc1ccc(NC(=O)c2oc3cc(C)c(C)cc3c2C)cc1
i | C[C@@]12C(=O)Nc3ccc(Br)cc3C(=O)N1[C@H]1c3cc(Br)ccc3OC[C@@H]1[C@@H]2c1ccccc1
i | COc1ccccc1NC(=O)CN1CCN(CC(=O)Nc2ccc3c(c2)OCCO3)CC1
i | CC(C)c1ccc(Nc2nnc(SCC(=O)c3nnc(-c4ccccc4)o3)s2)cc1
i | Nc1ccc(N2CCCCCC2)cc1
i | CC1=Nc2cc(C(=O)O)ccc2Sc2ccc(Br)cc21
i | CC1CCCC(NC(=O)COC(=O)c2c[nH]c(=O)[nH]c2=O)C1C (centres undefined)
i | CCCCCn1c(SCCC(C)C)nc2c1c(=O)[nH]c(=O)n2C
i | C=CCn1c(N)cc(=O)nc1SC(C)C(=O)Nc1cccc2ccccc12 (centres undefined)
i | C/C(=N\Nc1cccc(Cl)c1)c1ccc(-n2ccnc2)cc1
i | CCOc1cc(/C=N/Nc2ccccc2Cl)ccc1OCC(=O)O
i | O=C(NCC1COc2ccccc2O1)c1ccc(NC(=O)C2CCCO2)cc1 (centres undefined)
i | CCC(C)(C)C1CCc2[nH]nc(C(=O)NCc3ccc(OC)cc3)c2C1 (centres undefined)
i | CCOC(=O)C(NC(=O)OC(C)C)(Nc1nccs1)C(F)(F)F (centres undefined)
i | CCOC(=O)CNC(=O)c1nn(-c2cccc(OC)c2)c(=O)c2ccccc12
i | CC(O)C(C(=O)OCc1ccc([N+](=O)[O-])cc1)N1C(=O)c2ccccc2C1=O (centres undefined)
i | O=c1[nH]cnc2c1cnn2Cc1ccccc1
i | CCc1cc2cc(C)cc(C)c2nc1SCC(=O)N1CCN(C(=O)c2ccco2)CC1
i | Cc1ccc2nc(-c3ccc(NC(=O)COC(=O)c4ccc(Br)o4)cc3)sc2c1
i | Cn1nnnc1SCC(=O)N1c2ccccc2Sc2ccc(Cl)cc21
i | O=C1C2C3C=CC(C3)C2C(=O)N1c1cccc2cccnc12 (centres undefined)
i | CCOC(=O)N1CCC(NC(=O)CCN2C(=O)C3C4C=CC(C4)C3C2=O)CC1 (centres undefined)
i | O=C1C=CC(=O)N1
i | COc1cc(/C=c2\sc3nc(=O)c(-c4ccccc4)nn3c2=O)ccc1OCCC(C)C
i | COc1cc2c(cc1OC)-c1cc3ccc(OC)c(OC)c3c[n+]1CC2
i | NC[C@H](O)c1ccc(O)c(O)c1
i | CCOC(=O)N1CCC(NC(=O)C2CCC(Cn3c(=O)[nH]c4ccccc4c3=O)CC2)CC1 (centres undefined)
i | C=CCNc1sc(C(=O)C2CC2)c(N)c1C#N
i | NC(=O)c1cc([N+](=O)[O-])ccc1NCc1cnccn1
i | Cc1cc(=O)oc2cc(OCc3nnc(-c4ccccc4Br)o3)ccc12
i | CCCCC/C=C\C/C=C\C/C=C\C/C=C\CCCC(=O)O
i | CCOC(=O)C1=C(C)Nc2nnnn2C1c1ccccc1Cl (centres undefined)
i | COc1cc2c(CCNC(C)=O)c[nH]c2cc1Cl
i | O=C(O)CC(CCc1ccccc1)OC1OC(CO)C(O)C(O)C1O (centres undefined)
i | O=C(NCCc1c[nH]c2ccccc12)C1CCN(c2nnc(N3CCCC3=O)s2)CC1
-4.99* | Cc1ccccc1-n1nnnc1Sc1nnnn1-c1ccccc1
i | CC(C)Cn1c(CN(Cc2ccccc2)Cc2ccccc2)nc2c1c(=O)n(C)c(=O)n2C
i | NC(N)=NCCCC(NC(=O)c1ccccc1)C(=O)Nc1ccc2ccccc2c1 (centres undefined)
i | COc1cccc(/C(O)=C2\C(=O)C(=O)N(c3ccccn3)C2c2ccccc2OC)c1 (centres undefined)
i | CCC(=O)N1CCN(c2ccc(Cl)cc2NC(=O)Cc2ccccc2)CC1
i | CCN1C(=O)N(c2ccc(Cl)cc2)C(C)=CC1(C)C
i | Cc1cccc(C)c1NC(=O)CN1CCN(CCCC(c2ccc(F)cc2)c2ccc(F)cc2)CC1
i | CCOC(=O)c1cc2cc(-c3c(C(=O)OCC)oc4cc(O)cc(O)c4c3=O)ccc2o1
i | N#C/C(=C/c1ccc(N2CCOCC2)o1)c1nc2ccccc2[nH]1
i | Cc1ccc2nc(NC(=O)c3cccs3)sc2c1
i | COC(=O)[C@@H]1C[C@@H](c2ccccc2)[C@H](C)C1(C)C
i | Cc1cccc(C(=O)N2CCN(C(=O)c3cccc(C)c3)C(C)C2)c1 (centres undefined)

Remaining list, next part.
CHT inh | canonical_smiles
-7.42* | O=CN/C=C/c1cc(O)ccc1O
i | COc1ccc(N(CC(=O)Nc2ccc3c(c2)OCCO3)S(=O)(=O)c2cccnc2)cc1
i | COc1nccc(Nc2ccccc2)c1C#N
i | Nc1nc(CSc2nnnn2-c2ccccc2)nc(N2CCCc3ccccc32)n1
i | CCOC(=O)CSc1nnc(CNC(=O)c2ccc(OC)cc2OC)n1-c1ccc(OC)cc1
i | CN(C)c1ccc(/C=C(\Cl)c2nc3ccccc3s2)cc1
i | COc1ccc(C2C(C(=O)Nc3cc(C)on3)c3ccccc3C(=O)N2C)cc1OC (centres undefined)
i | CC(C)Sc1nc2sc(-c3ccccc3)cc2c(=O)n1N
i | CCOC(=O)[C@H]1[C@H]2COc3ccc(OC)cc3[C@@H]2N2C(=O)c3cc(OC)ccc3NC(=O)[C@@]12C
i | CCOC(=O)[C@H]1[C@H]2COc3ccc(OC)cc3[C@@H]2N2C(=O)c3cc(OC)c(OC)cc3NC(=O)[C@@]12C
i | COc1ccccc1N1CCN(C(=O)Nc2cccc(C)c2)CC1
i | COc1ccc2c(c1)OC[C@H]1[C@H]2N2C(=O)c3cc(Br)ccc3NC(=O)[C@@]2(C)[C@H]1c1ccccc1
i | CC(C)c1nccn1S(=O)(=O)c1cccc([N+](=O)[O-])c1
i | CCOc1ccc(NC(=O)CSc2nc3c(c(=O)n2C)SC(C)C3)cc1 (centres undefined)
i | CCC(C)(C)C1CCc2[nH]nc(C(=O)NCc3ccc(Cl)cc3)c2C1 (centres undefined)
i | COc1ccc(S(=O)(=O)CCC(=O)O)cc1
i | CCN(CC(=O)NCc1ccc(F)cc1)Cc1nc2cc(Cl)ccc2c(=O)[nH]1
i | CCOc1ccc(NS(=O)(=O)c2c(C)nc3sc(CC)nn3c2=O)cc1
i | Cc1ccc(CNC(=O)c2ccc(N3CCC4(CC3)CC(c3cccc(Br)c3)=NO4)c(NC(=O)c3cccc(C)c3)c2)cc1
i | O=C(Cc1ccc(Cl)cc1)NC(=S)Nc1ccccc1N1CCOCC1
i | O=C(NCCO)Nc1ccc2nc(-c3ccco3)c(-c3ccco3)nc2c1
i | N#CCN1C(=S)N=C(Nc2cccc(Cl)c2)C12CCCCC2
i | O=[N+]([O-])c1ccc(C2Oc3ccccc3C3CC(c4ccccc4)=NN32)s1 (centres undefined)
i | O=C(c1ccccc1-c1nc(-c2ccc(F)cc2)no1)N1CCCC1
i | Cc1ccc(C(=O)NN2C(=O)/C(=C/c3cn(C)c4ccccc34)SC2=S)cc1

3 entries out of the list, ordered by number of heavy atoms, ascending:
CHT inh | canonical_smiles
i | CN(C)c1ccc(/C=C(\Cl)c2nc3ccccc3s2)cc1
i | O=C(Cc1ccc(Cl)cc1)NC(=S)Nc1ccccc1N1CCOCC1
i | O=C(NCCO)Nc1ccc2nc(-c3ccco3)c(-c3ccco3)nc2c1

(continued)
CHT inh | canonical_smiles
i | COC(=O)NC(=C(Cl)Cl)S(=O)(=O)c1ccccc1
i | O=C(CSc1nnc2ccccn12)c1ccc2c(c1)OCCO2
i | COCc1n[nH]c(=S)n1-c1cccc2ccccc12
i | NCCCCCc1cn(CC(=O)NCCCCCCCCCCC(=O)N2CCNCC2)nn1
i | O=C(Nc1ccc(Cl)cn1)c1cnn2cccnc12
i | CC(Nc1ccccc1)c1cc(Cl)ccc1O (centres undefined)
i | O=C(CN1CCCCCC1)NCCc1ccc(F)cc1
i | CN(C)c1nc2ccccc2c(N)c1-c1ccccc1
i | CCC(=O)c1ccc(OCC(=O)N2CCc3cc(OC)c(OC)cc3C2)cc1
i | O=C(NC(CO)(CO)CO)[C@@H]1CCCN1S(=O)(=O)c1cccc2cccnc12
i | O=C(Nc1ccc(F)cc1)c1ccc(C(=O)N2CCOCC2)cc1
i | CCc1ccc(NC(=O)NCCN2CCc3ccccc3C2)cc1
i | CCOC(=O)c1c(C)n(C)c2ccc(OC(=O)c3ccco3)cc12
i | c1ccc2c(NCCCN3CCOCC3)c3ccccc3nc2c1
i | Cc1ccc(S(=O)(=O)ON2C(=O)c3ccccc3C2=O)c(C)c1
i | Cc1ccc(S(=O)(=O)N2[C@@H](c3ccccc3F)C(C(=O)O)=CC[C@H]2c2ccc(Cl)c(Cl)c2)cc1
i | S=C(Nc1ccc2nsnc2c1)N1CCCCC1
i | O=C(Cn1ncc2c1-c1ccccc1OC2)Nc1ccc(S(=O)(=O)N2CCCCC2)cc1
i | CC(C(=O)NC(=O)NCc1ccccc1)N1C(=O)c2ccccc2C1=O (centres undefined)
i | C#CCOCCOCCOCCNc1nc(N2CCN(C(=O)CCCCCCCCCCNC(=O)[C@H]([C@@H](C)CC)n3cc(CCCCCN)nn3)CC2)nc(N2CCN(C(=O)CCCCCCCCCCNC(=O)[C@H](CCCCN)n3cc(CCCC(=O)O)nn3)CC2)n1
i | Cn1c(=O)c(C(=O)CCl)c(N)n(CC2CC2)c1=O
i | Cc1ccc(-c2csc(NC(=O)CSc3nnc4c(n3)[nH]c3ccccc34)n2)cc1
i | c1cnc2c(OCc3cn4cccnc4n3)cccc2c1
i | Cc1ccccc1S(=O)(=O)N1CC(C(=O)O)=CC[C@H]1c1ccc(Cl)cc1
i | CC1CCN(C(=O)c2ccc3c(c2)OCCO3)CC1

Next part; it opens with the two that closed the last part.
CHT inh | canonical_smiles
i | Cc1ccccc1S(=O)(=O)N1CC(C(=O)O)=CC[C@H]1c1ccc(Cl)cc1
i | CC1CCN(C(=O)c2ccc3c(c2)OCCO3)CC1
i | Cc1ccc2c(c1)[C@H]1[C@H](CO2)[C@H](c2ccccc2)[C@]2(C)C(=O)Nc3cc(Cl)ccc3C(=O)N12
i | COc1ccc([C@@H]2CC=C(C(=O)O)[C@H](c3ccccc3)N2S(=O)(=O)c2ccc(C)cc2)cc1OC
i | CN(C(=O)c1cccc(Nc2ccc(-c3ccc4c(c3)OCCO4)nn2)c1)C1CCCCC1
i | CCOC(=O)c1ccc(NC(=O)CS(=O)(=O)c2cn(CC)c3ccccc23)cc1
i | COC(=O)c1ccc(-c2cc3onc(-c4ccccc4)c3c(=O)n2C)cc1
